Tat transport: inhibitors of E. coli Tat protein transport. E. coli MC4100 TorA-mCherry Tat export, fluorescence. inhibition, % at 10 µM. hit rate 0.036% among 340,000. AID 488895;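 active = mean replicate inhibition at least 50% and at least half of replicates individually reaching 50%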;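 note: exported cargo escapes ClpAP degradation while cytoplasmic cargo is degraded and loses fluorescence; 0% = median of neutral control wells and 100% = median of NaSCN control wells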
MOR-DOR ag: OPRM1-OPRD1 heterodimerization agonism. P35372+P41143. activation, % at 9.3 µM. cells, luminescence. hit rate 0.3% among 340,000; in the data active = activation above about 18%;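 note: 0% = vehicle-treated cells and 100% = reference agonist; values of inactives mirror those of a sister screen read the other way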
Target sequence (P35372 whole entry, looked up): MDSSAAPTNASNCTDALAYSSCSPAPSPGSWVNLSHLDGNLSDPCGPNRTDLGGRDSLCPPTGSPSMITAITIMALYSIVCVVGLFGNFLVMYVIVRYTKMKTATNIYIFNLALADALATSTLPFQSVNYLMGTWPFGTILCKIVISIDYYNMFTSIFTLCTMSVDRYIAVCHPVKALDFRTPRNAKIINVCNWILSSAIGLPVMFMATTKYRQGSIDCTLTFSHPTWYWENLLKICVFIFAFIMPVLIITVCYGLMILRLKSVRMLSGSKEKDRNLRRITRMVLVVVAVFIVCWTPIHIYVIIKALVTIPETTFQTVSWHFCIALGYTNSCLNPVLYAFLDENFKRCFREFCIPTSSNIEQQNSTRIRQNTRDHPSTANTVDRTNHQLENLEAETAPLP
Target sequence (P41143 whole entry, looked up): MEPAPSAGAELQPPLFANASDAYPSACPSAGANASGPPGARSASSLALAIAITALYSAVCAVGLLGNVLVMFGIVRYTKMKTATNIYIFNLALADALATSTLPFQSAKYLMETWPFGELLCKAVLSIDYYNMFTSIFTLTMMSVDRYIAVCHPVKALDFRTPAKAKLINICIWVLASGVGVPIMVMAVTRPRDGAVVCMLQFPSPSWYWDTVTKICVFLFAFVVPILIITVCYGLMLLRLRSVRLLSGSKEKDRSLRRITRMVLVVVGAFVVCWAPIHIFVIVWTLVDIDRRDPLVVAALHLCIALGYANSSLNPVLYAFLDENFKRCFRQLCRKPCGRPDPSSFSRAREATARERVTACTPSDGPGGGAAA
phage Ecoli inh: E. coli growth loss with phage present; growth absorbance; inhibition, % at 11.9 µM; hit rate 0.26% among 360,000; in the data active = inhibition above about 11%
MOR-DOR inv ag: inverse agonists of human mu-delta opioid receptor heterodimerization; inhibition, % at 9.3 µM; cell-based MOR-DOR heterodimer luminescence, inverse agonism; hit rate 0.21% among 340,000; P35372+P41143; in the data active = inhibition above about 22%, passing the limit was not always enough;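 note: 0% = cells with DMSO and 100% = wells without cells with DMSO; values of inactives mirror those of a sister screen read the other way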
PfHsp90 yeast 2: reduces growth (ATP signal) of yeast expressing P. falciparum Hsp90 | S. cerevisiae expressing PfHsp90, BacTiter-Glo ATP, 48 h; yeast lacking PDR1 and PDR3 efflux regulators | inhibition, % at 9.4 µM | hit rate 0.32% among 310,000 | AID 504621;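 active = every replicate shows inhibition above about 80%, whatever the replicate mean, limit read from the data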;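 note: 0% = DMSO neutral controls and 100% = 20 µM radicicol positive controls; yeast relying on Plasmodium falciparum Hsp90 in place of its own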
PKA-R1A act: activators of PKA-R1A complex. P00514+P68181. PKA-R1A dissociation, Cy5-IP20 fluorescence polarization; scaled: DMSO 0%, 113 µM cGMP 100%. activation, % at 11.4 µM. hit rate 0.083% among 340,000. AID 504707;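 active = percent activation above the mean of all tested compounds plus 3 SD, cut at about 19% in these data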;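 note: higher means more PKAc released from R1A so a rise in polarization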
AddAB inh: less growth of phage-infected E. coli with AddAB. hit rate 0.29% among 330,000. E. coli expressing H. pylori AddAB, absorbance growth. AID 435030. inhibition, % at 11.9 µM; in the data active = inhibition above about 12%;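 note: 0% = vehicle wells of infected cells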
E coli growth: counter-screen for AddAB inhibitors: E. coli growth inhibition; hit rate 0.27% among 330,000; inhibition, % at 11.9 µM; E. coli V3065 growth, OD600 absorbance, 18 h;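 active = inhibition above the campaign's mean inhibition across all tested compounds plus 3 SD, cut at about 9.9% in these data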;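 note: uninfected addAB+ strain grown without phage in ampicillin broth; 0% = DMSO wells and 100% = ciprofloxacin 0.95 µg/ml wells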
Mot1-301 SUMO: blocks SUMOylation pathway, rescuing yeast Mot1-301 growth. AID 2716. growth rescue, % at 18.8 µM. hit rate 1% among 320,000. S. cerevisiae Mot1-301 growth rescue, ATP luminescence, 38.5C; percent above DMSO median, 100 means doubled;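 active = every valid replicate shows activation above 250% relative to neutral control wells; inactive = the rest, any valid replicate at or below 250%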;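 note: OY570 slx delta 5 strain wells were the positive control but not used for scaling; some compounds called inactive have numbers as strong as hits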
HTR5A inv ctr: counter-screen for OPRM1-OPRD1 inverse agonists: human HTR5A inverse agonism. P47898. HTR5A cell line, luminescence. inhibition, % at 9.3 µM. hit rate 0.083% among 340,000. AID 504634; in the data active = inhibition mostly above about 23%, no sharp cut-off; inactive = mostly below about 18%;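 note: 0% = cells with DMSO and 100% = no-cell wells with DMSO; some compounds called inactive have numbers as strong as hits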
PKA-R2B activ: activates the human PKA-R2B holoenzyme complex; P22694+P31323; PKA-R2B holoenzyme dissociation, Cy5-IP20 fluorescence polarization; R2B truncated from residue 108, S112A mutant; 0% DMSO only, 100% 113 µM cGMP; activation, % at 11.4 µM; hit rate 0.079% among 340,000;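 active = activation above a cutoff set at the mean over all compounds plus 3 SD, cut at about 18% in these data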;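 note: higher means more holoenzyme dissociation and a rise in polarization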
The depositor's hits bear a star; . = not tested or not shown.

Below each compound: PKA-R2B activ	PfHsp90 yeast 2	PKA-R1A act	AddAB inh	HTR5A inv ctr	MOR-DOR ag	phage Ecoli inh	MOR-DOR inv ag	E coli growth	Tat transport	Mot1-301 SUMO
O=C(Cc1ccc(F)cc1)N[C@@H]1c2ccccc2CC[C@@H]1O
  -5	-2	-10	-0.4	-4	-4.0	1.0	20	-1.1	-7	.
O=C(Nc1cc(-c2nc3ncccc3o2)ccc1Cl)c1cccs1
  -2	6	-11	1.6	2	1.9	0.4	-8	1.6	-6	12
CC/C(=N\NC(=S)NC(C)C)c1ccc(OC)c(OC)c1
  .	-76	.	-2.1	.	.	4.4	.	0.6	4	4
Cc1ccc2[nH]c(=O)c3cc(C(=O)NCCC(C)C)sc3c2c1
  4	0	1	.	-3	7.6	-0.6	-34	.	-5	7
O=C(c1ccc(C(F)(F)F)cc1)c1c[nH]c(C(=O)NCCCn2ccnc2)c1
  5	-41	7	1.1	-12	-2.6	4.4	13	0.1	-2	5
O=C(N/N=C/C=C/c1ccccc1)c1ccccn1
  -1	40	-5	1.0	-13	-0.8	2.9	4	-2.5	1	6
Cc1nn(C)c(C)c1C(=O)NN
  -3	-4	-7	-0.2	-19	-0.8	3.1	4	-3.5	-5	-5
Fc1ccc(C(c2nnnn2C2CCCC2)N2CCN(Cc3ccncc3)CC2)cc1 (stereo unspecified)
  2	-14	-8	2.2	0	-1.9	-0.9	8	0.9	2	-1
CC(=O)N1CCc2c(sc(NC(=O)c3ccc([N+](=O)[O-])o3)c2C#N)C1
  18	1	13	.	32*	6.2	7.8	-40	.	3	.
COc1ccc(C(=O)Oc2ccc(N(C)S(=O)(=O)c3ccccc3)cc2)cc1[N+](=O)[O-]
  -2	-4	6	1.2	0	0.8	-0.7	-5	-0.2	5	71
CCCSc1nc2c(cnn2-c2ccccc2)c(=O)n1N
  -3	-3	0	0.8	-10	-2.4	2.2	12	-1.1	1	28
CC1CCC2C(=O)N(c3ccc(C(=O)NCc4ccccc4)cc3)C(=O)C2C1 (stereo unspecified)
  -6	1	-2	5.9	-16	-0.9	1.0	5	0.9	2	41
O=C(O)CCCC(=O)Nc1ccc(N=Nc2ccccc2)cc1
  -12	-14	-5	3.3	13	-3.1	3.5	15	-0.6	-5	.
CCOc1ncccc1C(=O)OCC(=O)NC1CCCCC1
  5	3	0	0.5	0	-3.9	2.8	15	2.1	-13	95
COc1cc(CNCc2cccnc2)ccc1OCC(=O)NC1CCCCC1
  -5	-23	-5	-1.9	4	-2.0	1.2	10	-0.3	-4	-4
CCCNC(=O)C(Cc1ccc(I)cc1)NC(=O)c1ccc(C#N)cc1 (stereo unspecified)
  4	-8	-2	0.3	4	-3.1	1.9	17	-3.0	-5	-20
O=C(NCCN1CCCCC1)Nc1ccc(F)cc1F
  11	-1	-7	5.2	-4	-2.1	-0.9	10	0.0	-4	-14
CCC(C)(C)NC(=O)C(c1ccc(F)cc1)N(Cc1ccco1)C(=O)c1cnccn1 (stereo unspecified)
  -4	7	-6	-0.8	1	1.4	0.4	-9	-1.3	0	9
Cc1ccc(C)c(OCC(=O)NCC(C)C)c1C
  12	-17	-7	5.5	-4	-1.8	0.6	9	-0.2	-4	-13
O=C(CSC1=NCCS1)Nc1ccccc1F
  1	-13	4	1.8	-14	-2.2	0.7	12	-1.3	-3	-2
Cc1cc(Cl)ccc1OCC(=O)OCC(=O)NCCNC(=O)COC(=O)COc1ccc(Cl)cc1C
  7	16	-18	.	-13	-1.0	-0.1	5	.	-1	.
C#CCOCCOCCOCCNc1nc(N2CCN(C(=O)CCCCCCCCCCNC(=O)Cn3cc(C[C@@H](C)O)nn3)CC2)nc(N2CCN(C(=O)CCCCCCCCCCNC(=O)[C@H](CO)n3cc(CCCSC)nn3)CC2)n1
  -7	-3	8	3.1	5	-2.4	2.6	13	1.5	-1	1
CCOC(=O)N1CCN(C/C(C)=C/c2ccccc2)CC1
  -14	6	-13	1.7	-7	3.2	1.2	-17	-0.9	-2	-24
COc1cc(/C=C/C(=O)OCC(=O)Nc2c(C)n(C)n(-c3ccccc3)c2=O)ccc1O
  -1	5	6	3.1	-9	-4.2	1.9	23	-0.5	19	87
O=C(COC(=O)C1CCCN1C(=O)c1cccs1)Nc1ccc2c(c1)OCO2 (stereo unspecified)
  1	11	4	0.7	12	-3.3	2.9	19	0.2	15	-30
COc1ccc(-c2nc(-n3c(C)c(C(C)=O)c(C(C)=O)c3C)sc2C)cc1OC
  -1	-14	-7	-1.0	4	-2.8	2.2	15	-3.6	-1	-3
CN(C)S(=O)(=O)c1ccc(N2CCCC2)c(C(=O)Nc2ccc(Br)cc2F)c1
  -12	0	-6	1.5	-2	-0.2	3.3	1	3.3	-1	.
CC(=O)c1ccccc1NC(=O)Cn1c(=O)cnc2ccccc21
  0	14	-9	0.3	14	1.9	4.0	-10	-0.8	-3	13
O=C(c1ccc(CNS(=O)(=O)c2ccc(Br)cc2)cc1)N1CCCC1
  2	14	3	3.2	-18	-1.0	1.1	5	0.5	1	4
CC(C)NC(=O)CSc1nnc(-c2ccc3ncccc3c2)n1C
  2	-5	-10	0.3	-20	-2.3	-0.7	12	-0.2	-3	26
CC(C)N(Cc1nnc(-c2ccc(Cl)cc2)o1)C(=O)C1=COCCO1
  -12	-16	-5	0.5	-24	-0.8	2.1	5	-2.7	-3	2
O=C(N/N=C\c1ccc(Cl)s1)C1COc2ccccc2O1 (stereo unspecified)
  -4	0	4	0.5	-15	0.0	-0.4	0	-1.6	-4	-20
O=C(CNC(=O)c1ccc(Br)o1)NNC(=O)c1ccccc1O
  -4	2	-7	-0.5	1	-1.5	4.7	8	0.2	-8	-27
Cc1c(NC(=O)C2CC(c3ccc(F)cc3)=NO2)c(=O)n(-c2ccccc2)n1C (stereo unspecified)
  2	-11	4	1.9	-31	-1.9	2.2	11	0.2	-2	-12
COCCCn1c(SCC(=O)NC2CCCC2)nnc1-c1ccncc1
  -1	-44	12	3.8	19	-2.0	0.8	12	-1.5	-4	-5
CN1CCN(S(=O)(=O)c2ccc(C(=O)Nc3ccccc3)cc2)CC1
  -1	-5	5	1.0	-13	-1.4	0.4	7	-1.2	2	4
CCOCCCNC(=O)c1ccc(OC)cc1
  -1	0	0	2.7	-4	-2.1	2.1	11	0.5	-1	110
O=C(O)c1ccc(CSc2nnc(-c3ccncc3)n2CC2CCCO2)cc1 (stereo unspecified)
  -12	.	-23	2.4	-17	-1.0	1.9	5	-1.0	-2	30
O=C(NCC1CCN(Cc2ccc(F)cc2)CC1)Nc1cc(F)ccc1F
  -4	-17	1	1.3	15	1.0	3.9	-4	-0.7	-1	-5
COc1ccc(OC)c(S(=O)(=O)NCCOC23CC4CC(CC(C4)C2)C3)c1
  -1	-1	-1	2.1	-2	3.4	2.0	-18	-2.2	17	3
CN(Cc1ccc(-n2cccn2)cc1)Cc1nc(-c2cnccn2)no1
  3	1	5	0.5	-9	-0.8	5.6	4	-2.6	20	5
COc1cc(OC)cc(C(=O)NC(=S)NNC(=O)c2cnccn2)c1
  0	55	-3	-4.5	-1	-1.0	1.9	6	-2.5	-2	8
COc1ccc(N(CC(=O)Nc2cccc3ccccc23)S(C)(=O)=O)c(OC)c1
  3	19	-1	-0.4	-2	0.3	0.9	-2	1.2	-66	10
Cc1ccc(NS(=O)(=O)c2ccc(C(=O)OCC(=O)N3CCCCC3)cc2)cc1
  -1	-17	-6	1.8	11	1.4	0.9	-6	1.6	2	-5
Cc1csc(=O)n1CC(=O)OCC(=O)NCc1ccccc1
  -10	-1	-6	-2.4	-25	1.0	-0.1	-7	-0.8	0	12
COc1ccc(N2CCN(CC(O)COC(c3ccc(F)cc3)c3ccc(F)cc3)CC2)cc1 (stereo unspecified)
  -14	15	-9	.	-2	5.5	-3.6	-26	.	4	-14
C[N+](C)(CCOc1ccccc1)Cc1ccccc1
  9	5	-5	.	2	4.0	3.6	-22	.	-21	.
COc1cc(C(=O)NCc2nnc(SCC(=O)N3CCC(C)CC3)o2)cc(OC)c1OC
  -4	9	-2	-1.9	3	-0.8	1.1	5	-1.9	4	1
CC(=O)c1ccc(C(=O)N2CCCC(C(=O)c3cc(F)ccc3F)C2)s1 (stereo unspecified)
  -6	.	8	1.6	-18	-1.7	-0.9	9	-1.9	-2	-1
COc1ccc(NC(=S)N2CCCC2)c(OC)c1
  -7	-12	2	4.2	4	-2.5	5.5	14	1.9	-16	6
CC(=O)c1ccc(N2CCN(C(=O)c3n[nH]c4ccccc34)CC2)cc1
  1	4	-11	2.0	-11	-1.4	0.5	7	2.8	-2	-3
O=C1N/C(=C/c2ccc(Br)cc2)C(O)=C1C=NCc1ccccc1
  -2	-40	8	2.4	-20	0.2	-0.9	-1	-2.4	4	-11
O=C(c1cc2nc(-c3cccs3)cc(C(F)(F)Cl)n2n1)N1CCCc2ccccc21
  0	-7	-4	1.1	-18	-0.6	0.3	3	0.9	-3	-5
Cc1ccc(Oc2nc3ccccc3n3c(C)nnc23)cc1
  -9	-20	5	0.2	-24	-2.6	1.2	13	-1.7	-4	-7
Cc1noc(C)c1C(=O)OCC(=O)C12CC3CC(CC(C3)C1)C2
  -3	11	-16	1.2	11	3.3	3.5	-17	1.2	3	-5
Cc1cn(CC(C)C)c(=O)n(-c2ccccc2)c1=O
  -10	0	-7	.	-13	-3.5	2.1	18	.	-7	.
c1ccc(CCN2CN=C(Nc3nc4ccccc4s3)NC2)cc1
  -3	-24	1	2.9	-4	-2.5	0.1	12	-0.5	2	-12
O=C(CSc1nncn1-c1ccccc1)c1c[nH]c2ccccc12
  -4	1	7	1.7	-13	-2.6	4.2	12	0.2	-4	31
CNS(=O)(=O)c1cccc(C(=O)OCC(=O)/C=C2/N(C)c3ccccc3C2(C)C)c1
  -7	7	6	1.3	-31	2.5	2.3	-14	-0.8	-3	3
COc1ccccc1N=NC1=C(O)CC(C)(C)CC1=O
  9	9	8	1.7	-10	-1.3	3.9	9	-1.6	0	20

Next section.
Below each compound: PKA-R2B activ	PfHsp90 yeast 2	PKA-R1A act	AddAB inh	HTR5A inv ctr	MOR-DOR ag	phage Ecoli inh	MOR-DOR inv ag	E coli growth	Tat transport	Mot1-301 SUMO
CCCN1C(=O)C2(SC(NC(C)=O)=NN2C(C)=O)c2cc(C)ccc21 (stereo unspecified)
  -1	.	7	0.2	2	-1.5	2.1	7	-2.2	-3	1
CCOCCCNC(=O)c1c(N)n(-c2ccc3c(c2)OCO3)c2nc3ccccc3nc12
  7	0	4	1.8	-14	-2.0	0.8	10	-0.6	12	-13
Cc1cc(C)c(NC(=O)c2ccc[n+](Cc3ccc([N+](=O)[O-])cc3)c2)c(C)c1
  8	-21	0	2.8	-17	0.5	3.6	-2	-1.2	-2	1
Cc1cc(C)nc(Nc2n[nH]c(-c3ccc(N)cc3)n2)n1
  -5	-4	-13	-1.0	-31	-2.6	0.8	11	-1.2	3	3
O=c1[nH][nH]c(-c2ccccc2O)c1C(C[N+](=O)[O-])c1ccccc1 (stereo unspecified)
  7	12	7	6.5	0	1.1	2.7	-6	-0.3	-11	25

Assay outcomes deposited in PubChem by several laboratories.
